BoNT A protease – blocks Botulinum neurotoxin A light chain protease. AID 588499. multiplex microsphere protease substrate cleavage, flow cytometry. inhibition, % at 10 µM. actives 0.17% (n = 360,000); in the data active means inhibition above about 30%; inconclusive means no clear call, values can overlap the other calls; further: plate controls were buffer without enzyme for full effect and enzyme alone for no effect
BioA inh – inhibitors of Mycobacterium tuberculosis BioA enzyme; purified M. tuberculosis BioA enzyme, plate reader; inhibition, % at 9.99 µM; actives 0.096% (n = 360,000); AID 602481; in the data active means inhibition above about 40%; inconclusive means no clear call, values can overlap the other calls
FadD28 binding – blocks FadD28 binding to the bisubstrate probe | fluorescence polarization | inhibition, % at 12.5 µM | actives 0.22% (n = 360,000) | AID 588549; in the data active means inhibition above about 8.5%, passing the limit was not always enough; inconclusive means no clear call, values can overlap the other calls
CCHFV vOTU inh – blocks the CCHF virus ovarian tumor domain protease | CCHFV vOTU protease, Pep-AMC fluorescence | inhibition, % at 11.5 µM | actives 0.55% (n = 370,000); further: 0% = vehicle wells with enzyme and 100% = no enzyme wells
Mtb FBA inh – inhibitors of M. tuberculosis fructose-bisphosphate aldolase | P9WQA3 | purified M. tuberculosis FBA, fluorescence read-out | inhibition, % at 1 µM | actives 2.3% (n = 360,000); in the data active means inhibition above about 27%;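 further: 0% = vehicle and 100% = reference inhibitor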
Target sequence (P9WQA3 whole entry, looked up): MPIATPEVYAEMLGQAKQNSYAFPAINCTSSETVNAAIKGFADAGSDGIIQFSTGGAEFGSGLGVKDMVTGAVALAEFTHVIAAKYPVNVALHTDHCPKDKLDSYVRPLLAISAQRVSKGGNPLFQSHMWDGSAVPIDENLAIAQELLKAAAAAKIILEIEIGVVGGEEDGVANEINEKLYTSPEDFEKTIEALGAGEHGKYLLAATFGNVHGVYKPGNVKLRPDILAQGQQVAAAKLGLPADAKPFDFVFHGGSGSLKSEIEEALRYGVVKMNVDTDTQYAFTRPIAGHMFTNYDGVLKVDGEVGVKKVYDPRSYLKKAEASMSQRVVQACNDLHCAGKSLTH
UGM FP inh – blocks M. tuberculosis UGM enzyme | purified UGM, fluorescence polarization probe displacement | inhibition, % at 10 µM | P9WIQ1 | actives 0.06% (n = 320,000); in the data active means inhibition above about 10%, passing the limit was not always enough; inconclusive means no clear call, values can overlap the other calls
Target sequence (P9WIQ1 whole entry, looked up): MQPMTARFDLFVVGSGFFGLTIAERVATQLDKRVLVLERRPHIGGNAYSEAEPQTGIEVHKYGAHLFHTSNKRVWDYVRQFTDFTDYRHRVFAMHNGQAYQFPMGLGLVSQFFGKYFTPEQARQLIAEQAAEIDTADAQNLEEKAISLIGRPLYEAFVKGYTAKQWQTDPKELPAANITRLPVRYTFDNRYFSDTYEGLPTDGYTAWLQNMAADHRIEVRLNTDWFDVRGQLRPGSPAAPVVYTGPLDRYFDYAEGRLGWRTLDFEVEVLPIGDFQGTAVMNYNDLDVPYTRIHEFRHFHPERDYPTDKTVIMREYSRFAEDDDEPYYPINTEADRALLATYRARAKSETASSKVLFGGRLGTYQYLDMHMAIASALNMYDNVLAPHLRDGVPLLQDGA
GDH-TPI inh – GDH-TPI coupled enzyme inhibition counter-screen | AID 588335 | inhibition, % at 4.8 µM | GDH-TPI coupled enzyme counterscreen, NADH absorbance | actives 1.2% (n = 360,000);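 further: 0% = DMSO wells and 100% = wells lacking the enzyme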
BoNT F protease – inhibitors of Botulinum neurotoxin F light chain protease; Multiplex microsphere protease cleavage assay, flow cytometry; inhibition, % at 10 µM; actives 0.22% (n = 360,000); in the data active means inhibition above about 35%, passing the limit was not always enough; inconclusive means no clear call, values can overlap the other calls; further: plate controls were buffer without enzyme for full effect and enzyme alone for no effect
PrPC TRFRET – cell surface PrPC inhibition, primary TR-FRET screen; actives 0.43% (n = 370,000); inhibition, % at 13.8 µM; TR-FRET read-out; AID 720596; P04156; in the data active means inhibition above about 24%; further: 0% = median of the test wells and 100% = reference compound wells
An asterisk follows results filed as active; ? = inconclusive; / = not tested or not shown. Unless noted, no stated cut-off is given here; in the data, active means inhibition above about 30%; inactive means the rest.

SMILES | BoNT A protease | BioA inh | FadD28 binding | CCHFV vOTU inh | Mtb FBA inh | UGM FP inh | GDH-TPI inh | BoNT F protease | PrPC TRFRET
CCC1Oc2ccccc2N(CC(=O)Nc2ccc3c(c2)OCCO3)C1=O (stereo not drawn) | 0.1 | / | -1.8 | -6 | 1 | 1.3 | 9 | -3 | 7
COc1ccc(OC)c(NS(=O)(=O)c2ccc(NC(C)=O)cc2)c1 | 0.2 | 0.5 | -2.2 | 9 | -5 | -0.3 | -5 | -2 | 4
O=C(NC1CC2CCCC(C1)N2C(=O)Nc1ccc(Cl)c(C(F)(F)F)c1)C1CC1 (stereo not drawn) | -1.0 | -1.0 | -0.2 | 11 | 1 | 0.5 | 0 | -5 | -8
CC(C)OC(=O)c1cc(C(=O)c2cc(Br)ccc2O)coc1=N | 0.7 | -1.2 | 0.8 | 9 | 3 | 3.1 | 8 | 2 | -2
CN(C)N=O | -0.6 | -2.9 | -0.5 | -9 | 5 | 1.3 | 6 | -4 | -4
COc1ccc2sc(NCc3ccccc3)nc2c1 | 0.2 | -3.7 | -3.4 | 10 | 0 | -0.8 | -3 | -2 | 0
O=C(NN1C(=O)C2C(C1=O)C1C=CC2C12CC2)c1ccccc1Cl (stereo not drawn) | 0.3 | -3.0 | -1.1 | -12 | 1 | -1.6 | 12 | ? | -6
O=c1c2ccccc2nc(SCc2cc([N+](=O)[O-])cc3c2OCOC3)n1-c1ccccc1 | 0.3 | / | -3.1 | -5 | 1 | -0.2 | 3 | -4 | 2
CC(=O)Nc1ccc(NC(=S)NC(=O)c2ccc([N+](=O)[O-])c(C)c2)cc1 | -0.7 | / | 0.4 | -3 | 0 | 1.7 | 1 | -3 | -7
O=C(CSC1=Nc2ccccc2C2=NC(Cc3c[nH]c4ccccc34)C(=O)N12)NC1CCCCC1 (stereo not drawn) | / | 3.2 | -0.3 | 4 | 5 | 1.4 | 12 | / | -1
COc1ccccc1NC(=O)C(C)NS(=O)(=O)c1ccc(Cl)cc1 (stereo not drawn) | 0.6 | / | -5.8 | 2 | 2 | -2.6 | -4 | 10 | -2
Cc1cc(C(=O)Nc2sccc2C(N)=O)c(C)o1 | -1.0 | / | -4.6 | 6 | -2 | 1.4 | 16 | -9 | -3
CCc1ccc(OCC(=O)Nc2ccc3oc(=O)ccc3c2)cc1 | -0.1 | 0.8 | -0.6 | 15 | 3 | 0.3 | 0 | 5 | 0
COc1ccc(C(C)NC(=O)C23CC4CC(CC(C4)C2)C3)cc1 (stereo not drawn) | -0.9 | -0.7 | -1.2 | -7 | 3 | 0.3 | 8 | 6 | 0
O=C(CSCc1ccccc1)N1CCN(S(=O)(=O)c2cccc(F)c2)CC1 | -1.8 | 1.0 | -0.6 | 10 | 2 | 2.6 | 10 | 16 | 6
Cc1ccc(N/C(N)=N/c2nc(CSc3ccccn3)cc(=O)[nH]2)c(C)c1 | -0.5 | / | 0.9 | 5 | 7 | 2.6 | 4 | -3 | -6
CC(CC(=O)Nc1ccc2c(c1)c(=O)n(C)n2Cc1ccc(F)cc1)c1ccccc1 (stereo not drawn) | 0.1 | 0.0 | -4.8 | -85 | 130* | / | 2 | -4 | 24
O=C(c1ccc2oc(CCCc3ccccc3)nc2c1)N1CCCC(CCCO)C1 (stereo not drawn) | 0.4 | 0.7 | -1.7 | 1 | -1 | 0.9 | 1 | 2 | -2
COc1ccc(CCNC(=O)c2oc3ccccc3c2C)cc1 | -4.1 | -0.6 | -1.0 | 3 | 4 | -0.7 | 3 | ? | -1
CC(OC(=O)CN1C(=O)c2ccccc2C1=O)C(=O)NC1CCCCC1C (stereo not drawn) | 2.0 | -1.3 | -0.9 | -6 | 4 | 2.7 | 1 | ? | 3

Structures from the list above containing fluorine:
SMILES | BoNT A protease | BioA inh | FadD28 binding | CCHFV vOTU inh | Mtb FBA inh | UGM FP inh | GDH-TPI inh | BoNT F protease | PrPC TRFRET
O=C(NC1CC2CCCC(C1)N2C(=O)Nc1ccc(Cl)c(C(F)(F)F)c1)C1CC1 (stereo not drawn) | -1.0 | -1.0 | -0.2 | 11 | 1 | 0.5 | 0 | -5 | -8
O=C(CSCc1ccccc1)N1CCN(S(=O)(=O)c2cccc(F)c2)CC1 | -1.8 | 1.0 | -0.6 | 10 | 2 | 2.6 | 10 | 16 | 6
CC(CC(=O)Nc1ccc2c(c1)c(=O)n(C)n2Cc1ccc(F)cc1)c1ccccc1 (stereo not drawn) | 0.1 | 0.0 | -4.8 | -85 | 130* | / | 2 | -4 | 24

(cont.)
SMILES | BoNT A protease | BioA inh | FadD28 binding | CCHFV vOTU inh | Mtb FBA inh | UGM FP inh | GDH-TPI inh | BoNT F protease | PrPC TRFRET
Cc1nc(-c2ccccc2)sc1-c1nc(-c2cccnc2)ncc1S(=O)(=O)c1ccccc1 | 5.5 | 0.0 | -2.2 | / | -9 | 4.4 | 15 | -40 | /
Cc1ccc(CN(C)C(=O)CSc2nnc3n2CCCCC3)c(C)c1 | 0.3 | -1.6 | -0.2 | 0 | 3 | 0.8 | 18 | -4 | 1
O=C1CC(c2ccccc2)C(=O)N1c1cccc(O)c1 (stereo not drawn) | -0.2 | -1.7 | -4.0 | 7 | 0 | -2.2 | -3 | -10 | 0
O=C(NCC1CCCO1)C(=Cc1cccc([N+](=O)[O-])c1)C(=O)NCC1CCCO1 (stereo not drawn) | -0.2 | / | 0.9 | 29 | -2 | 0.7 | -2 | 2 | -11
CC1CN(c2ccc([N+](=O)[O-])cc2C#N)CC(C)O1 (stereo not drawn) | 0.6 | -1.4 | -4.0 | -3 | -4 | 1.3 | 0 | 3 | -34
S=c1[nH]nc(-c2ccncc2)n1/N=C/C(Cl)=C\c1ccccc1 | -1.3 | / | -1.8 | 0 | -5 | -1.9 | 14 | -8 | -34
CCOc1ccc(C=O)cc1CN1CCCCC1 | -0.2 | -0.3 | 0.5 | 12 | 0 | -3.2 | 7 | -3 | -7
COc1ccc(N2CCN(C(=O)c3oc4c(c3C)C(=O)CCC4)CC2)cc1 | 0.4 | 24 | 0.5 | -6 | 1 | -1.7 | -1 | 15 | 1
COC(=O)c1ccc(NC(=O)CCN2C(=O)CSC2=O)cc1 | -0.3 | / | -3.7 | 1 | -1 | 0.0 | 3 | -2 | 5
COc1ccc(-c2nn(-c3ccccc3)cc2/C=C/C(=O)O)cc1[N+](=O)[O-] | -1.1 | 5.2 | -2.5 | 4 | -2 | 4.5 | 2 | -7 | -14
CC1CCN(C(=O)c2ccc(N(C)S(C)(=O)=O)cc2)CC1 | 0.1 | -1.1 | -3.2 | 4 | 2 | 0.4 | -2 | 10 | -3
CCNC(=O)C1(C)CCN1Cc1cc(-c2ccccc2)n(C)n1 (stereo not drawn) | -0.1 | -0.8 | -3.5 | -1 | 1 | / | -4 | -1 | 4
O=C(NCc1ccccn1)[C@@H]1CCCN1C(=O)[C@@H]1CCCN1C(=O)c1cccc2ccccc12 | 0.3 | / | / | 7 | / | / | / | -1 | -5
CON/C=C(\C=Nc1ccc(C(F)(F)F)cc1)c1ncc(C(F)(F)F)cc1Cl | 0.0 | -0.3 | -0.5 | -7 | 2 | -2.8 | 12 | -3 | -1
CCCN(CC(=O)Nc1ccccc1OC)C(=O)CCC(=O)c1ccc(F)cc1 | 5.7 | 0.1 | -1.5 | 28 | -1 | -1.1 | 10 | -7 | -3
O=C(c1ccccc1)N1CCN(c2ccc([N+](=O)[O-])c(NCC3CCCO3)c2)CC1 (stereo not drawn) | -0.2 | 3.6 | -4.1 | -1 | -10 | 2.7 | 6 | 1 | -36
COc1ccc(C(=O)[C@H]2[C@H]3C(=O)N(c4ccc(C)cc4)C(=O)[C@H]3C3C=CC=NN32)cc1 (stereo partly drawn) | -0.2 | -1.0 | 0.7 | -3 | 15 | -0.7 | -4 | 6 | 8
CCCCn1c(N)c(N(CC(C)C)C(=O)c2cnccn2)c(=O)[nH]c1=O | 1.4 | -5.7 | 0.6 | 2 | 3 | -1.3 | 12 | 20 | -7
Cc1ccccc1C(C(=O)NC1CCCC1)N(C(=O)Cc1cccs1)c1ccc2c(c1)OCCO2 (stereo not drawn) | -0.4 | -1.0 | -1.5 | -1 | -1 | -0.7 | 13 | -2 | 3
O=C(CCCN=C1NS(=O)(=O)c2ccccc21)OCC(=O)c1ccccc1Cl | -2.4 | -1.0 | -2.6 | -6 | 3 | -0.2 | -2 | -3 | 9
COc1ccc(/C=C2\SC(=S)N(CCC(=O)Nc3cccc(C(=O)O)c3)C2=O)cc1 | 3.4 | -1.2 | -1.4 | 11 | 0 | -0.2 | 7 | ? | 13
Cc1cccc(N2CCN(S(=O)(=O)c3cnc[nH]3)CC2)c1C | -0.5 | -0.3 | -0.3 | 2 | -1 | 0.5 | 5 | -3 | -2
C=CCNc1ncnc2c1ncn2[C@H]1CN(Cc2ccc3c(c2)OCO3)C[C@@H](CO)O1 | -0.5 | 0.6 | -0.7 | -8 | 0 | / | 7 | 1 | -3
O=C(CCSc1nc(-c2ccco2)cc(C(F)(F)F)n1)NCc1ccccn1 | 0.1 | / | -2.1 | 6 | -2 | 0.1 | 3 | 0 | 0
CC1CCN(c2ccccc2NC(=O)c2cc([N+](=O)[O-])ccc2N2CCOCC2)CC1 | 1.2 | -1.2 | 0.3 | -5 | 0 | -0.2 | 8 | -3 | 3
COc1ccc(CCNS(=O)(=O)c2ccc(C3CNC(=O)C3)cc2)cc1OC (stereo not drawn) | -0.1 | 1.1 | -3.4 | -11 | -3 | 2.8 | -4 | 0 | 1
Cc1nnc(SCC(=O)Nc2ccc3c(c2)OCCO3)n1N | 0.4 | 1.3 | 0.7 | -9 | 1 | 0.6 | -4 | -4 | 5
Cc1nn(Cc2ccccc2)c(C)c1NC(=O)c1cc2nc(-c3ccco3)cc(C(F)(F)F)n2n1 | / | -1.4 | -0.7 | -7 | 3 | 2.0 | 22 | / | -8
O=C(Nc1ccc(F)cc1)OC1CN2CCC1CC2 (stereo not drawn) | ? | / | -0.1 | 6 | 1 | 1.8 | 0 | ? | 2
O=C(CN1C(=O)NC2(CCCC2)C1=O)Nc1ccc(F)cc1 | 0.8 | -0.6 | -1.2 | 20 | 1 | 0.7 | 2 | -5 | -3
Cc1cc(C(=O)COC(=O)c2ccc(NC(=O)CC#N)cc2)c(C)n1CC(F)(F)F | -0.1 | -1.3 | -3.3 | 15 | -5 | / | 5 | -5 | -7
COc1ccccc1-c1noc2ncnc(Nc3cccc(C)c3)c12 | -0.3 | -0.5 | -4.0 | 12 | 4 | 3.5 | -1 | 0 | -3
O=C(OCC(=O)C12CC3CC(CC(C3)C1)C2)c1ccc(O)cc1O | -6.7 | 0.1 | -2.6 | 9 | -1 | -1.4 | -4 | -13 | 7
COc1ccc(S(=O)(=O)N2CCC(C(=O)N[C@@H](C)C(=O)NCc3cccc(OC)c3)CC2)cc1 | 0.1 | -0.1 | -6.0 | 15 | 1 | 0.8 | 7 | -7 | 0
Cc1cc(C)n(S(=O)(=O)c2cc(C(=O)O)c(Cl)cc2Cl)n1 | 0.1 | 2.7 | -3.8 | -17 | -1 | 0.6 | -8 | 1 | -6
Cc1ccc2nc(SCC(=O)NC3CCCc4ccccc43)[nH]c2c1 (stereo not drawn) | 0.7 | / | -4.7 | 6 | 1 | 0.6 | -2 | -4 | 15
Cc1cccc(C(=O)Nc2cccc(C(=O)N/N=C/c3ccncc3)c2)c1 | -0.4 | / | -3.5 | -8 | 2 | 0.0 | 5 | -1 | -5
CCCCn1c(N)c(C(=S)NC(=O)CC(C)C)c(=O)n(C)c1=O | 0.4 | 3.3 | -0.6 | / | -2 | / | 21 | 2 | /
CC1CCN(CC(=O)Nc2nc(-c3ccccc3)cs2)CC1 | -2.8 | 0.4 | -3.7 | -3 | 1 | 0.1 | -10 | 8 | 7
CC(CN(C)C)CN1c2ccccc2Sc2ccccc21 (stereo not drawn) | -0.9 | 1.9 | -0.1 | 3 | 0 | 2.4 | 0 | -21 | -6

Structural class, the entries above with a thiophene ring, fused or not
SMILES | BoNT A protease | BioA inh | FadD28 binding | CCHFV vOTU inh | Mtb FBA inh | UGM FP inh | GDH-TPI inh | BoNT F protease | PrPC TRFRET
Cc1cc(C(=O)Nc2sccc2C(N)=O)c(C)o1 | -1.0 | / | -4.6 | 6 | -2 | 1.4 | 16 | -9 | -3
Cc1ccccc1C(C(=O)NC1CCCC1)N(C(=O)Cc1cccs1)c1ccc2c(c1)OCCO2 (stereo not drawn) | -0.4 | -1.0 | -1.5 | -1 | -1 | -0.7 | 13 | -2 | 3

Screening data (PubChem BioAssay)
